# Bioassay records from PubChem BioAssay.
# KOR beta-arrestin-1 – KOR agonists, beta-arrestin recruitment, primary screen, cell-based, luminescence, uHTS (AID 1777) | KOR beta-arrestin recruitment, luminescence; higher % means a stronger effect | one-dose activation, % at 10 µM; EC50 in µM for titrated hits | actives 0.02% (n = 280,000); in the data active = activation above about 50%, passing the limit was not always enough; note: a part of the inactive calls stands beside numbers as strong as those of hits
# GPR55 LPI antagonism – GPR55 antagonists blocking LPI-driven arrestin recruitment, primary screen, imaging, U2OS, beta-arrestin-GFP, LPI agonist (AID 2013); U2OS GPR55 beta-arrestin-GFP translocation imaging, LPI antagonism; higher % means a stronger effect; one-dose inhibition, % at 10 µM; IC50 in µM for titrated hits; actives 0.13% (n = 290,000);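 active = spots per cell inhibited over 60%, with over 100 cells counted and total cytoplasm intensity under 500,000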;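 note: U2OS cells stably carrying GPR55 and arrestin-GFP stimulated by 5 µM LPI near EC80; imaged beta-arrestin-GFP aggregate spots per cell after agonist stimulation; plate controls were LPI-stimulated DMSO wells for no effect and DMSO wells without LPI for full effect; some results filed as inactive read as strong as hits; confirmed hits need IC50 under 10 µM and bright autofluorescent wells are also inconclusive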
# SIAH1 antagonists – blockers of Siah-1 interaction with plectin peptide – biochemical, fluorescence polarization, rhodamine-plectin, uHTS, primary screen (AID 1817); one-dose displacement, % at 20 µM; IC50 in µM for titrated hits; actives 0.02% (n = 290,000); Siah-1 / rhodamine-plectin peptide fluorescence polarization; higher % means a stronger effect;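 active = displacement of at least 50% at 20 µM, with a fluorescence ratio check between 0.3 and a set limit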;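 note: plate controls were Siah plus tracer with DMSO for no effect and tracer alone without Siah for full effect; strong numbers were not always called active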
# GPR55 activation – selective activators of receptor GPR55 – imaging, U2OS cells, beta-arrestin-GFP redistribution, primary screen (AID 1961); actives 0.048% (n = 290,000); activation, % at 10 µM; hits with a dose series show EC50 in µM; U2OS GPR55 beta-arrestin-GFP redistribution imaging; higher % means a stronger effect;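 active = activation above 40% with more than 50 cells counted in the well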;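 note: U2OS osteosarcoma cells stably expressing GPR55 and beta-arrestin-GFP; plate controls were DMSO negative control for no effect and LPI positive control for full effect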
# KOR beta-arrestin-2 – KOR antagonists, beta-arrestin recruitment, cell-based, luminescence, uHTS (AID 1778). one-dose inhibition, % at 10 µM; IC50 in µM for titrated hits. actives 0.091% (n = 290,000). KOR beta-arrestin recruitment, luminescence, antagonist mode; higher % means a stronger effect; in the data active = inhibition above about 50%; note: strong numbers were not always called active
# GPR35 arrestin U2OS – inhibition of zaprinast-stimulated GPR35 beta-arrestin translocation – imaging, U2OS, beta-arrestin-GFP, zaprinast agonist, primary screen (AID 2058); U2OS GPR35 beta-arrestin-GFP translocation imaging, zaprinast antagonism; higher % means a stronger effect; inhibition, % at 10 µM; hits with a dose series show IC50 in µM; actives 0.052% (n = 290,000);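 active = inhibition of at least 50% with at least 30 cells and total cytoplasm GFP at most 10,000,000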
# AID2073 – disruptors of CaV2.2 binding to Mint1 – biochemical, HTRF (AID 2073); HTRF protein-protein interaction, Mint1-CaV2.2; higher % means a stronger effect; one-dose inhibition, % at 20 µM; IC50 in µM for titrated hits; actives 0.19% (n = 290,000); in the data active = inhibition mostly above about 51%, no sharp cut-off; note: some results filed as inactive read as strong as hits
# NOD1 NF-kB reporter – NOD1 signaling inhibitors, primary screen, cell-based, luminescence, uHTS (AID 1578); NOD1-driven NF-kB luciferase reporter cells, luminescence; higher % means a stronger effect; inhibition, % at 4 µM, or EC50 in µM where a hit was titrated; actives 1% (n = 290,000); in the data active = inhibition mostly above about 36%, no sharp cut-off; inactive = mostly below about 34%;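 note: HEK-293T reporter cells stimulated with the NOD1 agonist gamma-tri-DAP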
# HIV fusion peptide – cell-free HIV fusion peptide-binding blockers – biochemical, uHTS, fluorescence dequenching, primary screen (AID 1986); inhibition, % at 20 µM, or IC50 in µM where a hit was titrated; cell-free peptide binding, fluorescence dequenching, 30 min; higher % means a stronger effect; actives 0.3% (n = 290,000); in the data active = inhibition mostly above about 52%, no sharp cut-off; inactive = mostly below about 76%; note: some results filed as inactive read as strong as hits
# * = called active by the depositor; . = not tested or not shown; [ ] = remark or other dose. Only part of the results is shown; the hit share may differ from the screen's.
SMILES,KOR beta-arrestin-1,GPR55 LPI antagonism,SIAH1 antagonists,GPR55 activation,KOR beta-arrestin-2,GPR35 arrestin U2OS,AID2073,NOD1 NF-kB reporter,HIV fusion peptide
C/C=C(/C)C(=O)Nc1cccc(C2=NOC3(C2)C[C@@H](C(N)=O)N(C(=O)c2ccc(OC)cc2)C3)c1 (some centres not stated),-5.4%,-1%,4%,-0.1%,19%,2%,6%,-6%,1.8%
COc1ccc(NC2CCCN(C(=O)c3csc(C(C)C)n3)C2)cc1OC (configuration not stated),2.6%,12%,3%,-0.1%,-22%,3%,-10%,-38%,-0.8%
CC1NC(=S)N(C2CCCCC2)C1=O (configuration not stated),-1.2%,2%,-4%,0.0%,-12%,-13%,3%,-31%,1.3%
Cc1ccc(N2CCN(S(=O)(=O)N(C)C)CC2)c(C)c1,2.9%,-5%,2%,0.6%,33%,4%,-6%,-37%,0.0%
Cc1ccc(S(=O)(=O)NCC(c2cccnc2)N2CCN(Cc3ccccc3)CC2)cc1 (configuration not stated),1.7%,0%,0%,0.0%,24%,5%,5%,-20%,-1.4%
N#CCC(=N)N1CCN(c2cccc(Cl)c2)CC1,-7.6%,10%,-4%,0.0%,10%,-6%,9%,-20%,-1.1%
CCN1C(=O)/C(=C/c2nc3ccccc3c(=O)n2-c2ccccc2)c2ccccc21,-3.9%,1%,0%,0.1%,-7%,0%,6%,.,-4.6%
Nc1c(S(=O)(=O)c2cccs2)c2nc3ccccc3nc2n1Cc1ccccc1,-3.4%,20%,3%,-0.1%,-30%,-13%,23%,2%,2.5%
COc1ccc(CCNCC(=O)Nc2ccc(C)c(S(=O)(=O)N(C)C)c2)cc1,0.0%,6%,-1%,0.0%,-29%,-13%,-3%,-41%,1.5%
Cc1cc(C)n(C2CCCCC2OC(=O)c2ccccc2)n1 (configuration not stated),-1.6%,-5%,-2%,-0.4%,12%,3%,-4%,-12%,-2.7%
CCCOc1ccc(N2C(=O)C3ON(c4ccccc4)C(c4ccc(O)c(OC)c4)C3C2=O)cc1 (configuration not stated),0.4%,-11%,3%,-0.1%,4%,-10%,-5%,15%,-0.2%
CCOc1ccc(NS(=O)(=O)c2ccc3c(c2)N(C(C)=O)CCS3)cc1,0.0%,-1%,-1%,-0.1%,-30%,-5%,22%,33%,-1.7%
CN1CCN(CCC(=O)Nc2ccccc2Cl)CC1,-0.9%,-8%,1%,-0.5%,-15%,0%,4%,-16%,0.6%
CCN(CC)S(=O)(=O)c1cc(C(=O)NC2=NCCS2)ccc1Cl,-5.1%,5%,5%,-0.1%,-12%,-2%,-4%,-28%,-0.1%
CC(=O)/C(=N\Nc1cccc(Cl)c1)Sc1cccc2cccnc12,6.6%,3%,-1%,1.0%,9%,-11%,-5%,-21%,-1.7%
Cc1c(Cl)cccc1NC(=O)Cn1cnc(S(=O)(=O)N2CCCC2)c1,5.5%,5%,1%,0.4%,5%,3%,5%,-1%,1.0%
O=C(CCCCCn1nnc2ccccc2c1=O)N[C@H](C(=O)O)c1ccccc1,0.5%,1%,0%,-0.1%,8%,12%,10%,5%,0.1%
Cc1cccc(NS(=O)(=O)c2cc([N+](=O)[O-])ccc2C)n1,-4.5%,2%,1%,-0.1%,-21%[20 µM],12%,-1%,-32%,-1.2%
Cc1cc(C)n(/N=C/c2ccc(C(C)C)cc2)c(=O)c1C#N,2.4%,5%,-8%,-0.5%,-61%,16%,1%,50%,-0.4%
CCc1nnc(NS(=O)(=O)c2ccc(NCc3cc(Br)ccc3O)cc2)s1,0.3%,6%,-4%,-0.1%,1%,-2%,-6%,-36%,45%
CN1C2CCC1/C(=C\c1ccc(F)cc1)C(=O)/C2=C/c1ccc(F)cc1,-1.6%,10%,3%,0.2%,2%,-2%,-2%,78%*,0.8%
COc1ccc(C(C#N)N2CCOCC2)cc1 (configuration not stated),-4.2%,0%,-3%,0.5%,1%,-8%,-2%,-22%,2.8%
COc1ccc(/C=C(/NC(=O)c2ccccc2)C(=O)N/N=C/c2sccc2C)cc1,-2.3%,-1%,5%,-0.2%,6%,-8%,31%,-18%,0.4%
Cc1ccc(C)c(NS(=O)(=O)c2ccc3[nH]c(=O)[nH]c3c2)c1,-1.8%,9%,2%,0.2%,4%,11%,3%,-2%,-2.6%

# An excerpt from above in order of count of non-hydrogen atoms, ascending.
SMILES,KOR beta-arrestin-1,GPR55 LPI antagonism,SIAH1 antagonists,GPR55 activation,KOR beta-arrestin-2,GPR35 arrestin U2OS,AID2073,NOD1 NF-kB reporter,HIV fusion peptide
Cc1ccc(N2CCN(S(=O)(=O)N(C)C)CC2)c(C)c1,2.9%,-5%,2%,0.6%,33%,4%,-6%,-37%,0.0%
CC(=O)/C(=N\Nc1cccc(Cl)c1)Sc1cccc2cccnc12,6.6%,3%,-1%,1.0%,9%,-11%,-5%,-21%,-1.7%
COc1ccc(NC2CCCN(C(=O)c3csc(C(C)C)n3)C2)cc1OC (configuration not stated),2.6%,12%,3%,-0.1%,-22%,3%,-10%,-38%,-0.8%

# (continued)
SMILES,KOR beta-arrestin-1,GPR55 LPI antagonism,SIAH1 antagonists,GPR55 activation,KOR beta-arrestin-2,GPR35 arrestin U2OS,AID2073,NOD1 NF-kB reporter,HIV fusion peptide
O=C(N[C@@H]1CCC(=O)N(CC[C@H](Oc2ccccc2)c2ccccc2)CC1)OCc1ccccc1,3.9%,-3%,-2%,-0.3%,-46%[20 µM],3%,10%,54%,2.0%
O=C(CSC1=NNC(c2ccccn2)S1)Nc1ccc(C(F)(F)F)cc1 (configuration not stated),-8.6%,12%,-2%,-0.1%,.,-3%,5%,5%,0.2%
Cc1ccc(/C=N/c2sc(Cc3ccccc3)c(C)c2C(N)=O)o1,2.0%,-1%,1%,1.0%,0%,19%,32%,-22%,6.2%
C#CCN(C)CCCOc1ccc(Cl)cc1Cl,-0.1%,7%,1%,0.1%,4%,3%,5%,-25%,-0.7%
Cn1c(=O)c2c(nc(NCC3CCCO3)n2C)n(C)c1=O (configuration not stated),1.2%,-6%,-1%,-0.1%,-6%,-6%,-6%,-4%,0.3%
CC(C)Cn1c(=O)[nH]c2ccccc21,-1.1%,11%,-2%,-0.1%,-12%,-10%,-6%,-6%,3.0%
S=C(Nc1ccc2c(c1)OCCO2)Nc1ccc2c(c1)OCO2,-3.6%,6%,2%,1.7%,-7%,15%,-4%,-14%,-0.7%
CCOC(=O)C1(Cc2cccc(OC)c2)CCN(Cc2cccc(OCC)c2O)CC1,-3.1%,9%,-1%,0.1%,16%,-6%,-2%,17%,-0.3%
CCOC(=O)CC(NC(=O)CCc1c(C)nc2nc(C)nn2c1C)c1ccc(OC(C)C)cc1 (configuration not stated),-3.0%,-3%,0%,1.2%,-24%,-7%,-2%,-14%,-1.0%
CC(C)c1nnc(NC(=O)C2CCCCC2)s1,1.7%,1%,4%,0.4%,13%,2%,10%,-24%,3.6%
CC(C)c1cc(C(=O)O)c2cnn(C(C)C)c2n1,0.0%,2%,12%,-0.2%,19%,-2%,6%,5%,-0.4%
Cc1cccc(CSCc2ccc(C(=O)NCC3CCCO3)o2)c1 (configuration not stated),-5.0%,7%,-1%,-0.3%,-2%,-4%,-8%,-15%,0.9%
O=C(COc1ncnc2sccc12)Nc1ccc(F)cc1F,-1.0%,-7%,2%,-0.6%,-6%,4%,17%,-19%,1.9%
NC(N)=N/N=C/c1ccc(OCc2ccccc2)c(OCc2ccccc2)c1,2.9%,30%,0%,8.5%,-61%,21%,20%,-23%,2.3%
CCCCOc1ccc(C(=S)N2CCC(C(N)=O)CC2)cc1,-3.7%,-3%,6%,0.4%,-16%,-8%,-11%,-46%,0.0%
Nc1cc(C(=O)c2ccccc2)ccc1N1CCOCC1,-6.5%,3%,6%,1.0%,9%,-13%,14%,-39%,2.2%
CCOc1ccc(S(=O)(=O)Nc2c(C)n(C)n(-c3ccccc3)c2=O)cc1,-2.3%,-1%,3%,-0.1%,-7%[20 µM],-2%,2%,-24%,-0.5%
CC(C)(C)NC(=O)CSC(=Nc1ccccc1F)NC#N,-0.1%,3%,-10%,0.3%,14%,-12%,-15%,-25%,8.9%
CCOc1cc(NS(=O)(=O)c2ccc(NC(C)=O)cc2)c(OCC)cc1NC(=O)C(C)C,0.2%,7%,3%,0.3%,-4%,-16%,-3%,-12%,-1.6%
C/C(=N/OC(=O)c1ccc(C)cc1)C(=O)c1ccc(Br)cc1,8.3%,-10%,-2%,-0.1%,28%,-6%,0%,9%,-0.2%
CCN1C(=O)[C@H]2[C@@H](c3ccc(C)cc3)N3C(=O)N(c4ccc(C(F)(F)F)cc4)C(=O)[C@@]3(CC(C)C)[C@H]2C1=O,-3.2%,8%,-2%,-0.2%,-37%[20 µM],4%,14%,29%,3.2%
O=[N+]([O-])c1cc([N+](=O)[O-])c2n[nH]c(-c3ccccc3)c2c1,-2.0%,-3%,-2%,-0.5%,11%,2%,-42%,-16%,-2.2%
CC(=O)Nc1nc(C=C(Cl)Cl)cs1,-0.3%,8%,2%,-0.1%,7%,-11%,-7%,-4%,6.8%
c1ccc(C2=NNC(=NCc3ccc4c(c3)OCO4)SC2)cc1,-1.6%,7%,0%,-0.2%,0%,-7%,-26%,-42%,3.2%
COCCNC(=O)C(=O)Nc1cc2c3c(c1)C(C)C(=O)N3CCC2 (configuration not stated),19%,1%,-6%,-0.1%,-12%,-19%,12%,-6%,-0.7%
COc1ccc(-c2c(C(C)=O)c(C)nc3sc4c(=O)n(-c5ccc(C)cc5)nnc4c23)cc1,-1.5%,12%,3%,0.2%,-39%,12%,38%,18%,0.6%
CCCn1nnnc1NCc1ccc(N(CC)CC)cc1,-4.0%,-1%,4%,0.5%,3%,4%,-1%,-28%,0.7%
CCOC(=O)c1ccc(NS(=O)(=O)c2cc(C)ccc2OC)cc1,-5.7%,1%,1%,0.0%,14%,-18%,6%,-9%,0.0%
COc1cc(C)c(S(=O)(=O)NCc2cccnc2)cc1C,-2.3%,3%,0%,-0.2%,-31%[20 µM],7%,8%,45%,1.1%

# Quoted at random: 2 entries already listed.
SMILES,KOR beta-arrestin-1,GPR55 LPI antagonism,SIAH1 antagonists,GPR55 activation,KOR beta-arrestin-2,GPR35 arrestin U2OS,AID2073,NOD1 NF-kB reporter,HIV fusion peptide
COc1cc(C)c(S(=O)(=O)NCc2cccnc2)cc1C,-2.3%,3%,0%,-0.2%,-31%[20 µM],7%,8%,45%,1.1%
COc1ccc(-c2c(C(C)=O)c(C)nc3sc4c(=O)n(-c5ccc(C)cc5)nnc4c23)cc1,-1.5%,12%,3%,0.2%,-39%,12%,38%,18%,0.6%
